TRPML3 ag = human TRPML3 channel agonists, primary screen, cell-based, HEK293 TRPML3-YFP, Fluo-8 calcium fluorescence, 3 µM | Mucolipin-3 (Homo sapiens), Q8TDD5 | 100% = the carbachol control signal | activation, % at 3 µM | 220,000 compounds, 0.29% hits | AID 1448, 2008;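 active = activation above its plate's cutoff, the mean activation of the plate's test wells plus 3 SD, cut at about 12% in these data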;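 note: 0% = DMSO only wells and 100% = carbachol wells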
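Test system: TRPML3-YFP stable HEK293 cells. Doses: single point at 3 µM. Incubation: dye loading 1 h 37 °C then 30 min ambient, 125 s read. Signal: Fluo-8 calcium dye fluorescence, ex 470-495, em 515-575 nm. Measure: percent activation from peak-to-basal fluorescence ratio, scaled between DMSO and carbachol.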
S1P4 agonist = S1P4 receptor agonists, primary screen, cell-based; Sphingosine 1-phosphate receptor 4 (Homo sapiens), O95977; S1P4-expressing cell line, agonist reporter assay; activation, % at 4.98 µM; 220,000 compounds, 0.35% hits; AID 1509, 2009; in the data active = activation above about 11%;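 note: 0% = DMSO vehicle and 100% = reference agonist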
NPY1 pot ag = NPY-Y1 receptor potentiators or agonists, primary screen, cell-based; NPY-Y1 expressing cells, potentiator/agonist activation; activation, % at 3.6 µM; 220,000 compounds, 0.37% hits; AID 1304, 2008; in the data active = activation above about 33%, passing the limit was not always enough;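 note: cells stimulated with NPY at EC10 then isoproterenol at EC100; 0% = low agonist plus stimulus and 100% = saturating agonist plus stimulus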
NPY2 pot ag = NPY-Y2 potentiators or agonists, primary screen, cell-based. 220,000 compounds, 0.45% hits. activation, % at 3.6 µM. Neuropeptide Y receptor type 2 (Homo sapiens), P49146. cells expressing NPY-Y2, potentiator/agonist read-out; in the data active = activation above about 27%;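 note: cells stimulated with NPY near EC25 plus isoproterenol at EC100; 0% = vehicle plus submaximal agonist and 100% = vehicle plus saturating agonist; some results beyond the cut were filed as inactive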
Target sequence (P49146 whole entry, looked up): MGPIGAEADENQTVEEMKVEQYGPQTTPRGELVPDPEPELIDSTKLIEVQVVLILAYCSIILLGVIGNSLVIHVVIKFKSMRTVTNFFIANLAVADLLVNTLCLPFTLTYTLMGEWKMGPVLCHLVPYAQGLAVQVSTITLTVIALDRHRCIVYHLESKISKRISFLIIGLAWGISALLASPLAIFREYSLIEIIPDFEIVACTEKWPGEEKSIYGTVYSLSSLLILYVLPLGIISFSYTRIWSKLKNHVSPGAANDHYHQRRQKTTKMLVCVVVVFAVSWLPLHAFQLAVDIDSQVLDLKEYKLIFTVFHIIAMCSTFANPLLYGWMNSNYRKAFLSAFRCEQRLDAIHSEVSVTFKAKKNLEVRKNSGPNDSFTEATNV
S1P4 antagonist = S1P4 receptor antagonists, primary screen, cell-based. 220,000 compounds, 0.26% hits. S1P4-expressing cells, antagonist mode, reporter read-out. inhibition, % at 4.98 µM. Sphingosine 1-phosphate receptor 4 (Homo sapiens), O95977; in the data active = inhibition above about 29%;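 note: 0% = wells stimulated with agonist and 100% = vehicle wells without agonist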
zfTRPN1 agonist = zebrafish TRPN1 channel agonists, primary screen, cell-based, HEK293, calcium fluorescence; transient receptor potential cation channel N1 (TRPN1/NompC), Danio rerio; HEK293 zebrafish TRPN1-YFP, Fluo-8 calcium fluorescence; 100% = response to 87 µM carbachol; activation, % at 3 µM; 220,000 compounds, 0.18% hits; AID 1424, 2008;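 active = activation above its plate's cutoff, the mean activation of test wells on that plate plus 3 SD, cut at about 19% in these data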;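 note: 0% = DMSO alone and 100% = 87 µM carbachol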
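Material – zebrafish TRPN1-YFP in HEK293 cells · Doses – 3 µM single point · Schedule – dye 1 h 37 °C plus 30 min RT · Signal – Fluo-8 calcium fluorescence, excitation 470-495 nm, emission 515-575 nm · Read-out – % activation versus carbachol response · Control set – carbachol high, DMSO low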
EP2 mod = EP2 receptor modulators, cAMP readout, primary screen, cell-based, HTRF cAMP, PGE2 stimulation; induction, % at 25 µM; 260,000 compounds, 0.83% hits; Prostaglandin E2 receptor EP2 subtype (Homo sapiens), P43116; EP2-expressing cells, cAMP HTRF FRET, PGE2 co-stimulation;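 active = compounds whose cAMP rise, as percent of the full-agonist control response, exceeds 60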;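 note: rat C6 glioma line stably carrying human EP2 under a CMV promoter; the protocol text gives 20 µM as final concentration; 100% = response of wells given 1 µM PGE2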
Target sequence (P43116 whole entry, looked up): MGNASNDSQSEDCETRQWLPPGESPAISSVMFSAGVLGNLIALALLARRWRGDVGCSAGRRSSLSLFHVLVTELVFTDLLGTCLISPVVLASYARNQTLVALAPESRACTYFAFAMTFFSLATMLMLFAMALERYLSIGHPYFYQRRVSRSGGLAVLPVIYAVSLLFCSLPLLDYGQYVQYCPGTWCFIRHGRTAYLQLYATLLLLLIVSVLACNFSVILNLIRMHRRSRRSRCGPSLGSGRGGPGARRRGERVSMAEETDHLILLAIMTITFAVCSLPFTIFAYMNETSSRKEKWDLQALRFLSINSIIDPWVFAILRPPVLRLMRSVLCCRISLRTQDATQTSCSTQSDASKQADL
CHOP inh = inhibitors of CHOP promoter induction, primary screen, cell-based, unfolded protein response, luciferase reporter | CHO-K1 CHOP-promoter luciferase, tunicamycin-induced, 15-18 h | inhibition, % at 10 µM | 220,000 compounds, 3.8% hits | AID 2732, 2010;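 active = compounds that reduced the stress-induced luciferase reporter signal by more than about 70% of percent inhibition, limit read from the data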;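 note: 0% = tunicamycin plus vehicle and 100% = wells without tunicamycin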
NPY Y1 blocker = NPY-Y1 receptor antagonists, primary screen, cell-based | HEK293-CNG Y1 cells, membrane potential fluorescence; NPY at EC95, then isoproterenol | inhibition, % at 3.6 µM | 200,000 compounds, 1% hits;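 active = inhibition above the campaign mean inhibition of all tested compounds plus 3 SD, cut at about 20% in these data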;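 note: 0% = DMSO wells given NPY plus isoproterenol and 100% = isoproterenol alone without NPY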
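Test system: HEK293 cells co-expressing NPY Y1 receptor and cyclic-nucleotide gated channel; Also added: NPY (25 nM), isoproterenol (1 µM), Ro 20-1724 (25 µM); Compound dosing: one concentration, 3.6 µM, in 0.4% DMSO; Timing: dye 3 h, compound 60 min room temperature, stimulation 45 min; Technique: Membrane-potential fluorescent dye readout.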
Numbers without * were called inactive; nt = not tested or not shown; & = joins results of further samples.

#1 O=C(COC(=O)c1cccc(NS(=O)(=O)c2ccc(F)c(F)c2)c1)NC(=O)NC1CCCC1
#2 CC1=NN(c2ccccc2)C(=O)/C1=C/c1c(O)n(-c2ccc(F)cc2)[nH]c1=O
#3 CN(C)S(=O)(=O)c1cccc(NC(=O)CNCC2CCCCC2)c1
#4 CCN(CC)c1ccc(C=C2C(=O)OC3(CCCCC3)OC2=O)cc1
#5 COc1cccc(N(CC(=O)N2CCc3ccccc3C2)S(C)(=O)=O)c1
#6 NC(=O)CSc1c[nH]c2ccccc12
Compound	1	2	3	4	5	6
TRPML3 ag	-0.7	-0.6	0.6	2.0	0.7	-0.4
S1P4 agonist	-1.9	0.1	1.7	-0.7	0.4	0.5
NPY1 pot ag	-3	17	3	26	-6	8
NPY2 pot ag	22	14	7	14	-2	16
S1P4 antagonist	-11	-17	-4	0	-3	-17
zfTRPN1 agonist	-0.7	-1.8	2.0	3.0	-0.7	0.1
EP2 mod	21	9	-43	-42	-22	33
CHOP inh	-7	-23	8	4	0	-7
NPY Y1 blocker	-2	2	15	0	2	-4

Copied from the list:
`NC(=O)CSc1c[nH]c2ccccc12` | NPY1 pot ag = 8
`CCN(CC)c1ccc(C=C2C(=O)OC3(CCCCC3)OC2=O)cc1` | zfTRPN1 agonist = 3.0
`O=C(COC(=O)c1cccc(NS(=O)(=O)c2ccc(F)c(F)c2)c1)NC(=O)NC1CCCC1` | zfTRPN1 agonist = -0.7
`CC1=NN(c2ccccc2)C(=O)/C1=C/c1c(O)n(-c2ccc(F)cc2)[nH]c1=O` | CHOP inh = -23

New compounds follow.
#7 COc1ccccc1N(C(=O)c1cncc(Br)c1)c1nc(-c2ccc(C)cc2)cs1
#8 CC(CCc1ccccc1)NC(=O)C(=O)NCCc1ccccc1 (stereo not drawn)
#9 O=C1c2ccccc2C(=O)N1CC(O)COCc1ccccc1 (stereo not drawn)
#10 N#Cc1cnn2c1nc(N1CCOCC1)c1ccccc12
#11 Cc1nc2cc(C(F)(F)F)ccc2n1C1CCN(CC(=O)N2CCOCC2)CC1
#12 O=C(c1cccc(N2CCCC2=O)c1)N1CCN(c2ccccc2)CC1
Compound	7	8	9	10	11	12
TRPML3 ag	0.3	0.4	0.4	1.3	0.6	1.1
S1P4 agonist	0.6	1.7	-0.5	-0.6	-0.4	0.4
NPY1 pot ag	-4	-21	9	8	5	25
NPY2 pot ag	3	4	-6	-18	5	4
S1P4 antagonist	-18	6	-5	6	11	-10
zfTRPN1 agonist	1.7	0.1	0.1	1.4	1.5	-1.1
EP2 mod	64*	10	15	16	-8&-51	8
CHOP inh	28	40	48	54	22	9
NPY Y1 blocker	0	-3	5	2	-1	4

#13 Cc1cc(=O)oc2cc(OC(=O)c3ccco3)ccc12
#14 CC(Sc1sc(=S)sc1SC(C)C(=O)O)C(=O)O (stereo not drawn)
#15 CC(Oc1ccc(Cl)cc1Cl)C(=O)NCc1ccncc1 (stereo not drawn)
#16 O=C(NC1=NCCS1)c1cccc(NC(=O)c2ccco2)c1
#17 CCN(CC)C(=O)C1=C(C)NC(=O)NC1c1ccccc1F (stereo not drawn)
#18 O=C(Nc1c(O)c2ccccc2[nH]c1=O)c1ccco1
Compound	13	14	15	16	17	18
TRPML3 ag	0.6	1.0	-0.3	0.1	0.1	0.4
S1P4 agonist	2.3	-2.7	1.6	-4.0	-0.3	-1.9
NPY1 pot ag	2	-8	7	17	9	-2
NPY2 pot ag	3	2	-1	17	-9	-15
S1P4 antagonist	-7	18	13	-8	-19	11
zfTRPN1 agonist	0.6	1.5	0.1	2.4	-1.1	-1.4
EP2 mod	16	28	-7	-3	36	-11
CHOP inh	1	42	10	27	17	-1
NPY Y1 blocker	0	1	-4	4	3	nt

#19 CCCCC1CCC(c2ccc(C(N)=O)cc2)CC1 (stereo not drawn)
#20 CC1(C)CC(CC(=O)Nc2nccs2)(c2ccccc2)CCO1 (stereo not drawn)
#21 CC(=O)NC(O)C(=O)c1ccco1 (stereo not drawn)
#22 Cc1ccc(Nc2nnns2)cc1C
#23 CCOC(=O)c1[nH]c2cc(OC)c(OC)cc2c1N
#24 CC(=O)Nc1c(O)nc(SCC(=O)Nc2cccc(C)c2)[nH]c1=O
Compound	19	20	21	22	23	24
TRPML3 ag	0.4	0.7	0.1	0.6	0.6	0.8
S1P4 agonist	-0.3	-1.1	1.6	-1.0	2.0	-0.1
NPY1 pot ag	-26	-15	8	-8	12	15
NPY2 pot ag	1	2	10	-1	11	-1
S1P4 antagonist	-7	2	2	-13	9	-7
zfTRPN1 agonist	1.2	1.2	-0.1	-0.2	0.5	-0.3
EP2 mod	-11	-4	-5	5	-15	14
CHOP inh	11	9	-11	62	19	-12
NPY Y1 blocker	16	-4	-1	1	3	6

#25 COc1ccc(C2=C(c3ccc([N+](=O)[O-])cc3)C(=O)OC2)cc1
#26 C=CCO/N=C/C1C(=O)CC(C)(C)CC1=O
#27 Cc1csc(NC(=O)CSc2ccccc2F)n1
#28 COC(=O)C1=C(C)NC(=O)CC1c1cc2c(cc1Br)OCO2 (stereo not drawn)
#29 O=C(NC1CCCC1)C1c2ccccc2C(=O)N1CCCN1CCOCC1 (stereo not drawn)
#30 CCC(C)NC(=S)NNC(=O)c1ccncc1 (stereo not drawn)
Compound	25	26	27	28	29	30
TRPML3 ag	-0.2	0.4	-0.4	0.4	0.9	1.1
S1P4 agonist	-0.8	3.7	0.8	1.6	2.5	1.6
NPY1 pot ag	4	-7	4	-1	-17	-3
NPY2 pot ag	23	-10	-5	3	0	12
S1P4 antagonist	11	-5	-10	-16	-3	-10
zfTRPN1 agonist	0.6	-0.2	-0.9	-0.7	-2.3	0.9
EP2 mod	-3	8	-11	7	15	21
CHOP inh	-20	-12	-8	-8	-5	-6
NPY Y1 blocker	-2	0	4	-4	1	-3

#31 O=C1CCCN1CCC1CCN(C2CC(=O)N(c3ccc(Cl)cc3)C2=O)CC1 (stereo not drawn)
#32 COc1ccccc1-c1ccc(=O)n(CC(=O)NCc2cccs2)n1
#33 O=C(CCNc1n[nH]c(=O)[nH]c1=O)N/N=C/c1ccccc1Br
#34 COc1cccc(/C=C2\N=C(c3c(-c4ccccc4)noc3C)OC2=O)c1
#35 O=C(Nc1ccccc1Br)C(=O)N1CCCC1
#36 CCCCc1ccc(NC(=S)NCc2ccc(OC)cc2)cc1
Compound	31	32	33	34	35	36
TRPML3 ag	1.1	0.2	0.0	0.7	1.1	1.1
S1P4 agonist	0.4	1.5	2.0	2.5	0.7	-0.5
NPY1 pot ag	7	-1	-5	7	17	-10
NPY2 pot ag	0	4	-2	-11	-10	-11
S1P4 antagonist	0	8	-15	-4	-2	9
zfTRPN1 agonist	0.7	0.7	1.2	1.0	-0.5	-0.2
EP2 mod	-8	2	26	-2	11	-34
CHOP inh	-27	-36	10	8	12	-12
NPY Y1 blocker	-4	11	3	1	1	1

Quoted at random: 2 entries already listed.
#32 COc1ccccc1-c1ccc(=O)n(CC(=O)NCc2cccs2)n1
#34 COc1cccc(/C=C2\N=C(c3c(-c4ccccc4)noc3C)OC2=O)c1
Compound	32	34
TRPML3 ag	0.2	0.7
S1P4 agonist	1.5	2.5
NPY1 pot ag	-1	7
NPY2 pot ag	4	-11
S1P4 antagonist	8	-4
zfTRPN1 agonist	0.7	1.0
EP2 mod	2	-2
CHOP inh	-36	8
NPY Y1 blocker	11	1

The listing continues.
#37 O=C(COc1ccc(S(=O)(=O)Nc2ccccc2)cc1)NCc1ccncc1
#38 CCC1CCCCN1S(=O)(=O)Cc1ccccc1Cl (stereo not drawn)
#39 O=C(CSc1c[nH]c2ccccc12)N1CCOCC1
#40 CC(C)NC(=O)CSc1nnc(COc2ccccc2Cl)o1
#41 Cc1cccnc1NC(=S)NC(=O)/C=C/c1ccccc1
#42 CCN(C(=O)CCS(=O)(=O)c1ccc(Br)cc1)c1ccc2c(c1)OCO2
Compound	37	38	39	40	41	42
TRPML3 ag	0.0	1.9	0.8	-0.2	0.9	0.0
S1P4 agonist	-3.1	0.6	1.7	-1.4	0.5	1.6
NPY1 pot ag	3	-6	4	-12	14	10
NPY2 pot ag	-1	-11	10	-8	6	3
S1P4 antagonist	-4	-2	-2	-28	1	-16
zfTRPN1 agonist	-1.9	-1.8	0.8	-0.8	0.0	0.6
EP2 mod	-13	25	36	7	-5	21
CHOP inh	6	1	2	-24	-19	18
NPY Y1 blocker	1	18	-4	1	1	1

#43 COC(C(=O)Nc1cccc(F)c1)c1ccccc1 (stereo not drawn)
#44 Cc1cccc(CCNS(=O)(=O)c2ccc(S(=O)(=O)NC3CCCC3)cc2)c1
#45 O=C(COc1ccc2c(c1)CCC2)NCc1ccc(Cl)cc1
#46 COC(=O)C(CCCN1C(=O)c2ccccc2C1=O)(NC(C)=O)c1nnn(C)n1 (stereo not drawn)
#47 CCOc1ccc2nc(NC(=O)C(NS(=O)(=O)c3cccc4nsnc34)C(C)C)sc2c1 (stereo not drawn)
#48 CC1CCCC(C)N1c1nnc(NC(=O)c2cc(-c3ccc(Br)cc3)on2)s1 (stereo not drawn)
Compound	43	44	45	46	47	48
TRPML3 ag	-0.7	1.3	-0.5	1.0	-0.6	0.3
S1P4 agonist	-1.6	1.5	0.1	0.6	-2.0	-0.4
NPY1 pot ag	-17	20	-25	12	8	-21
NPY2 pot ag	5	15	-16	6	4	5
S1P4 antagonist	6	-3	1	-19	4	-25
zfTRPN1 agonist	-0.1	0.5	0.5	-0.7	-0.7	2.1
EP2 mod	-8	-7	-49	11	-3	-7
CHOP inh	23	56	35	-10	20	62
NPY Y1 blocker	6	-1	7	2	-3	-2
